Source: PubChem (several laboratories)
SRC2 inh: human SRC2 (NCOA2) inhibition | HEK293 GAL4-SRC2 luciferase reporter, luminescence | inhibition, % at 9 µM | Q15596 | 370,000 compounds, 0.17% hits;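 active means inhibition above the mean inhibition of all tested compounds plus 3 SD, set per campaign, cut at about 52% in these data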;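 further: 0% = DMSO treated cells and 100% = cells given Gossypol at 36 µM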
NCOA1 inh: inhibitors of human steroid receptor coactivator 1 (SRC1). HEK293 GAL4-SRC1 luciferase reporter, luminescence. 360,000 compounds, 0.12% hits. AID 588354. Q15788. inhibition, % at 3.6 µM;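 active means inhibition above the campaign mean plus 3 SD, with each screening campaign given its own cutoff, cut at about 60% in these data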;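 further: 0% = DMSO treated cells and 100% = gossypol at 36 µM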
NOD2 RIPK2 PPI: inhibitors of human NOD2-RIPK2 interaction | AID 624267 | inhibition, % at 4.98 µM | 360,000 compounds, 0.38% hits | O43353 | CHO BLA complementation NOD2-RIPK2, CCF4 ratio; in the data active means inhibition above about 21%;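 further: 0% = vehicle only and 100% = reference blocker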
Granule exo inh: blocks lytic granule exocytosis | 360,000 compounds, 0.66% hits | inhibition, % at 10 µM | TALL-104 LAMP-1 surface exposure, flow cytometry; cells stimulated with thapsigargin and PMA | AID 651702;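 active means inhibition above about 55%, limit read from the data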
NR2F2 inh: blocks human COUP-TFII nuclear receptor. HEK293T NGFI-A luciferase reporter, luminescence. P24468. inhibition, % at 8.6 µM. 370,000 compounds, 0.7% hits;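 active means inhibition above a per-plate cutoff, mean inhibition of test wells between control levels plus 3 SD, cut at about 38% in these data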;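 further: cells cotransfected with COUP-TFII expression vector driving the NGFI-A reporter; 0% = median of COUP-TF2 test wells and 100% = reporter-only cells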
TLR9-MyD88 block: TLR9-MyD88 interaction inhibition; Q9NR96+Q99836; CHO BLA complementation TLR9-MyD88, CCF4 FRET ratio; inhibition, % at 4.98 µM; 340,000 compounds, 0.21% hits; AID 504734;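 active means inhibition above the mean over all tested compounds plus 3 SD, cut at about 21% in these data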;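 further: 0% = DMSO only wells and 100% = clavulanate BLA inhibitor control wells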
TWEAK Fn14 block: TWEAK-Fn14 signaling inhibition; TWEAK-stimulated Fn14 reporter cells, luciferase luminescence, 8 h; inhibition, % at 10 µM; 360,000 compounds, 2% hits; AID 1159606; in the data active means inhibition above about 50%
ABHD5 PLIN5 PPI: ABHD5-PLIN5 protein interaction inhibition. Q00G26+Q8WTS1. Split G. princeps luciferase complementation, luminescence, 4 h. inhibition, % at 4 µM. 360,000 compounds, 0.78% hits. AID 602281;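 active means inhibition above the mean inhibition across every tested compound plus 3 SD, cut at about 22% in these data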;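 further: 0% = DMSO only wells and the 100% control is not disclosed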
NCOA3 inh: human NCOA3 inhibition | AID 588352 | inhibition, % at 3.6 µM | 360,000 compounds, 0.17% hits | HEK293 GAL4-SRC3 luciferase reporter, luminescence;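 active means inhibition above a per-campaign cutoff, the mean of all compounds plus 3 SD, cut at about 60% in these data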;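 further: 0% = DMSO-treated cells and 100% = gossypol-treated cells at 36 µM; higher means less SRC3-driven luciferase light from the GAL4 reporter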
Target sequence (Q9Y6Q9 whole entry, looked up, the tested form may be a part): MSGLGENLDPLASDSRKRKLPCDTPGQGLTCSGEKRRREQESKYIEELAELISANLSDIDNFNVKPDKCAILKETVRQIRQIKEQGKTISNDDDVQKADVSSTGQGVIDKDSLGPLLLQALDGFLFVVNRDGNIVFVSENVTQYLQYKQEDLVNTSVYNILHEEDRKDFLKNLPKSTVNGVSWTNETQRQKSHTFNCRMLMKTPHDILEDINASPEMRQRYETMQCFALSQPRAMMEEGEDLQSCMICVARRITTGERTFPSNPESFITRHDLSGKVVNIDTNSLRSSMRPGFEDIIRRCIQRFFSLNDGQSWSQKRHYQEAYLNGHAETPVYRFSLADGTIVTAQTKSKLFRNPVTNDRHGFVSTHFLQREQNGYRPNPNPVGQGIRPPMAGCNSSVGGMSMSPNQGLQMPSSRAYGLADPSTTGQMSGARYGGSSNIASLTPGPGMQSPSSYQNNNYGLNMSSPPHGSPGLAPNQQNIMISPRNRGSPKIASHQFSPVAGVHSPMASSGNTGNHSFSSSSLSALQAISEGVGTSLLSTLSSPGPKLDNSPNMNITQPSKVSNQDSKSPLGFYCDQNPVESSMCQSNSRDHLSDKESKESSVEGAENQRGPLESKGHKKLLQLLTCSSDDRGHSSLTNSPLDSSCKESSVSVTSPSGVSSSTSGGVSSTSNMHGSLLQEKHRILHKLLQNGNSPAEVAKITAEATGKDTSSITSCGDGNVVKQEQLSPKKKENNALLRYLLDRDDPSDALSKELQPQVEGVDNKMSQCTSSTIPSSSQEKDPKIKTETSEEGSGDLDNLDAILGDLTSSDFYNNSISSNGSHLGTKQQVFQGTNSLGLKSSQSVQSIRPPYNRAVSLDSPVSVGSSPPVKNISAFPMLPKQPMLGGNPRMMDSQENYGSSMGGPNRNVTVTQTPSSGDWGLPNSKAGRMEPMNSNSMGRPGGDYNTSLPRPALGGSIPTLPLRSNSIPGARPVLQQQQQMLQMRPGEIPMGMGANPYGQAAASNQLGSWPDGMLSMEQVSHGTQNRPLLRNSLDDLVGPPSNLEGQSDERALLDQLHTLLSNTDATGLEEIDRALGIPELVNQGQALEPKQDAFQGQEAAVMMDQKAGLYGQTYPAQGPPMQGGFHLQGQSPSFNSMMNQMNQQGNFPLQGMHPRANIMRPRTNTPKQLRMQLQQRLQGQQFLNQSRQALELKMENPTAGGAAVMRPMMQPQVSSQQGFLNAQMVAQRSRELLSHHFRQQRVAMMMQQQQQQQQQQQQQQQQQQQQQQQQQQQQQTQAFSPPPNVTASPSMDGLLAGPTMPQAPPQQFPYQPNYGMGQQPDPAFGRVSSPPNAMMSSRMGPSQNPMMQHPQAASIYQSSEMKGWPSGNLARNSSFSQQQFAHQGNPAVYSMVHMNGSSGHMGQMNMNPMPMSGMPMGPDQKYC
TROY signal inh: inhibitors of TROY-dependent NF-kB signaling. Q293 LMP1-TROYcd NF-kB luciferase reporter, 4 h. inhibition, % at 10 µM. 360,000 compounds, 0.98% hits. AID 1347056;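 active means compounds whose plate-normalised and pattern-corrected inhibition of the luciferase reporter signal at the single screening dose is 50% or more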
LRH-1 inv ag: NR5A2 inverse agonism in reporter assay; AID 602396; 360,000 compounds, 0.13% hits; inhibition, % at 3.6 µM; HEK293T StAR-luciferase reporter, LRH-1 transfected, 24 h; O00482;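 active means inhibition above the mean inhibition of all tested compounds plus 3 SD, cut at about 73% in these data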;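 further: 0% = DMSO wells and 100% = reporter-only cells lacking LRH-1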
* hit, by the source's call; nt = not tested or not shown.

SMILES | SRC2 inh | NCOA1 inh | NOD2 RIPK2 PPI | Granule exo inh | NR2F2 inh | TLR9-MyD88 block | TWEAK Fn14 block | ABHD5 PLIN5 PPI | NCOA3 inh | TROY signal inh | LRH-1 inv ag
Cc1ccnc(NC(=O)CNC(=O)c2ccccc2)c1 | -29 | -132 | -6 | -1 | -11 | -3 | 7 | 3 | -29 | 16 | -28
CCOC(=O)c1ccc(NC(=O)CC2C(=O)OCCN2CC)cc1 (stereo not given) | -11 | -10 | 4 | -2 | 9 | -12 | 21 | -2 | -17 | 7 | -11
Cc1cccc(C)c1NC(=S)N1CCC(c2ccccc2)C1 (stereo not given) | -20 | 1 | -13 | 0 | -36 | -2 | -3 | 2 | 13 | -2 | -21
COc1cc(NC(=O)c2cc(-c3ccccc3)on2)cc(OC)c1OC | -7 | 16 | -4 | 8 | -4 | 3 | -12 | 1 | -8 | 16 | -3
CSc1nc2ccccc2c(=O)n1Cc1ccc(F)cc1 | 3 | -17 | -6 | 3 | -1 | -6 | 12 | -2 | 14 | -3 | 1
Cc1ccc(CN(Cc2ccccn2)C(=O)Nc2ccc(C)c(C)c2)cc1 | -39 | -43 | -2 | -4 | -11 | -1 | -61 | 3 | -51 | -12 | 1
C[C@H](CO)N1C[C@H](C)[C@@H](CN(C)S(=O)(=O)c2ccc(C#N)cc2)OCc2cn(nn2)CCCC1=O | -9 | 5 | -11 | 0 | -14 | -6 | -6 | 9 | 4 | 6 | 1
CN(CC(=O)Nc1ccc(N2CCOCC2)cc1)C(=O)CCCOc1ccc(Cl)cc1Cl | 10 | -8 | 2 | 16 | 5 | 0 | 7 | 8 | -5 | -31 | -10
CC(=O)c1ccccc1N(C(=O)c1ccco1)C(C(=O)NC1CCCC1)c1ccc(N2CCOCC2)cc1 (stereo not given) | 5 | 0 | -12 | 11 | 1 | 2 | 14 | 6 | 9 | 8 | 2
Cc1nnsc1SCCNC(=O)c1ccc(F)cc1 | -6 | -9 | -8 | 0 | 5 | 9 | -11 | -2 | -4 | 1 | -37
CCOC(=O)Cn1nnnc1CN(Cc1ccc(OC)cc1)Cc1cc2cc(C)ccc2[nH]c1=O | 10 | 9 | -9 | 2 | 3 | -4 | -11 | 3 | 9 | 2 | -18
Cc1ccc(C(=O)COC(=O)CCN2C(=O)C3C4C=CC(C5CC45)C3C2=O)cc1 (stereo not given) | -12 | 5 | -6 | 0 | 13 | 11 | 3 | 11 | 4 | 11 | 4
Cc1ccc(S(=O)(=O)C(C)C(=O)c2ccc3c(c2)OCCO3)cc1 (stereo not given) | 10 | -43 | -4 | -2 | -18 | 6 | 8 | 4 | -29 | -26 | -3
Cc1cccc(C2=N/C(=C\c3cccnc3)C(=O)O2)c1 | 2 | 1 | 2 | 3 | -4 | -7 | 8 | -1 | -1 | -3 | 4
O=C(COC(=O)C1CC1)Nc1cccc(Cl)c1 | -7 | -5 | 1 | 0 | 1 | 3 | -15 | -2 | -21 | -13 | -11

Part of the list above, as tab-separated lines:
Structure	SRC2 inh	NCOA1 inh	NOD2 RIPK2 PPI	Granule exo inh	NR2F2 inh	TLR9-MyD88 block	TWEAK Fn14 block	ABHD5 PLIN5 PPI	NCOA3 inh	TROY signal inh	LRH-1 inv ag
CSc1nc2ccccc2c(=O)n1Cc1ccc(F)cc1	3	-17	-6	3	-1	-6	12	-2	14	-3	1
Cc1ccc(CN(Cc2ccccn2)C(=O)Nc2ccc(C)c(C)c2)cc1	-39	-43	-2	-4	-11	-1	-61	3	-51	-12	1
C[C@H](CO)N1C[C@H](C)[C@@H](CN(C)S(=O)(=O)c2ccc(C#N)cc2)OCc2cn(nn2)CCCC1=O	-9	5	-11	0	-14	-6	-6	9	4	6	1
CN(CC(=O)Nc1ccc(N2CCOCC2)cc1)C(=O)CCCOc1ccc(Cl)cc1Cl	10	-8	2	16	5	0	7	8	-5	-31	-10
CC(=O)c1ccccc1N(C(=O)c1ccco1)C(C(=O)NC1CCCC1)c1ccc(N2CCOCC2)cc1 (stereo not given)	5	0	-12	11	1	2	14	6	9	8	2
Cc1nnsc1SCCNC(=O)c1ccc(F)cc1	-6	-9	-8	0	5	9	-11	-2	-4	1	-37
CCOC(=O)Cn1nnnc1CN(Cc1ccc(OC)cc1)Cc1cc2cc(C)ccc2[nH]c1=O	10	9	-9	2	3	-4	-11	3	9	2	-18

Continuation.
SMILES | SRC2 inh | NCOA1 inh | NOD2 RIPK2 PPI | Granule exo inh | NR2F2 inh | TLR9-MyD88 block | TWEAK Fn14 block | ABHD5 PLIN5 PPI | NCOA3 inh | TROY signal inh | LRH-1 inv ag
COC(=O)c1cc(COC(=O)COc2ccc(C)c(C)c2)oc1C | 9 | -1 | -14 | 7 | -8 | -8 | -33 | 4 | -2 | 7 | 15
Oc1ccc2ccccc2c1CN1CC2CCC(CC2)C1 | 19 | -7 | -14 | -3 | -1 | 0 | 33 | 11 | -4 | 2 | 17
O=c1[nH]c(NC2CCCCC2)c([N+](=O)[O-])c(=O)[nH]1 | 4 | 8 | -8 | 4 | -3 | -2 | 29 | 4 | 6 | -5 | -13
COc1ccc(S(=O)(=O)Nc2ccccc2C(=O)NCc2ccco2)cc1Br | -16 | 15 | -9 | 1 | 13 | -1 | 10 | 6 | 0 | -6 | 0
COc1ccccc1/C=C/C(=O)NC(=S)N1CCOCC1 | -55 | -17 | -11 | -1 | -32 | 3 | -19 | -5 | -13 | -27 | -24
CC(C)[C@H](NC(=O)N1CC(=O)Nc2ccccc21)C(=O)N[C@@H](C(=O)O)c1ccccc1 | -11 | -2 | -2 | -2 | -1 | -1 | 1 | -8 | 5 | -16 | 8
O=C(NC1CC2CCC1C2)c1ccc(CN2CCOCC2)cc1 (stereo not given) | 4 | -28 | -13 | 0 | -10 | 3 | -16 | 2 | 3 | -26 | -24
COc1ccc(CC(=O)Nc2ccc(S(=O)(=O)Nc3ncccn3)cc2)cc1 | 2 | -4 | -6 | 1 | 4 | 2 | 2 | -4 | 5 | -9 | -2
CN1CCN(C(=O)c2cc(COc3c(F)cccc3F)on2)CC1c1ccccc1 (stereo not given) | 9 | -11 | 6 | 0 | 7 | 1 | -4 | -8 | -5 | -13 | -10
Cc1ccc(S(=O)(=O)NC(CC(=O)O)c2ccco2)cc1 (stereo not given) | 5 | -1 | -6 | -2 | -10 | -5 | 0 | -2 | -13 | 2 | -8
CCN(c1ccccc1)S(=O)(=O)c1cc(C(=O)OC2CCOC2=O)ccc1C (stereo not given) | 6 | -23 | 16 | -1 | -19 | 0 | -9 | -7 | -11 | -1 | -3
CN(NS(=O)(=O)c1ccc(Cl)cc1)c1ncc(C(F)(F)F)cc1Cl | 5 | -5 | 3 | -2 | 9 | 3 | 5 | -5 | -34 | 5 | 1
O=C1CC(=O)N(c2cccc(F)c2)N1 | 10 | -41 | 7 | -9 | -14 | 2 | -20 | -3 | 10 | 13 | -15
Cc1cc(C)n(-c2ccc(NC(=O)C3CCN(Cc4ccc(C)o4)CC3)cc2)n1 | 8 | -12 | 5 | -12 | -13 | 17 | -6 | 4 | 3 | -16 | 12
COC(=O)C1=C(C(=O)c2ccccc2)C(c2ccc(O)c(OC)c2)n2nnnc2N1 (stereo not given) | -14 | 3 | -14 | -8 | -13 | -2 | -2 | -5 | -3 | 6 | -4
Cc1ccc(CN(C)C(=O)c2cc(Br)c(Br)s2)o1 | 7 | -27 | 8 | 47 | 15 | -8 | 17 | 13 | 4 | -21 | 16
Cc1ccc(F)cc1NC(=O)COC(=O)C1CC2CCCC(C1)C2=O (stereo not given) | -13 | -10 | 1 | -1 | 4 | -3 | 2 | -4 | -15 | 7 | -6
C=CCNC(=S)NNC(=O)c1ccc(=O)n(Cc2ccc(Cl)cc2Cl)c1 | -3 | -5 | -4 | 0 | -25 | -4 | 4 | 1 | -1 | 4 | 8
N=c1n(CC(=O)c2ccc(Br)s2)c2ccccc2n1Cc1ccccc1 | 16 | -24 | 2 | 77* | -20 | 2 | -9 | 15 | 6 | 16 | 3
COc1ccc(C(C(=O)NC(C)(C)C)N(Cc2ccc(F)cc2)C(=O)CCC(=O)Nc2cc(C)on2)cc1 (stereo not given) | 2 | -11 | -4 | 2 | 20 | -2 | 9 | 8 | -9 | 28 | 6
CC(NCC(O)COCc1ccc(Cl)cc1)c1ccccc1 (stereo not given) | -38 | -7 | 3 | 0 | -12 | 3 | 18 | 5 | -4 | -2 | 12
O=C(O)Cc1csc2ccccc12 | -11 | -2 | 3 | -2 | -3 | 6 | -1 | 2 | 5 | 3 | 7
Cc1noc(C)c1C(=O)NNc1cc(Cl)ccc1Cl | -10 | -35 | -16 | -2 | -19 | 3 | -1 | -3 | 4 | 19 | 11
COc1cccc(C(=O)NCCS(=O)(=O)NCCc2ccc(OC)c(OC)c2)c1 | 5 | -6 | 6 | -3 | 10 | -4 | 2 | -11 | 2 | -8 | 14
Cc1ccc(S(=O)(=O)NCC(=O)N(CC(=O)NCC2CCCO2)c2cccc(F)c2)cc1 (stereo not given) | -17 | 6 | 2 | -3 | 3 | -8 | -8 | -5 | 1 | -2 | 5
C#CCOCCOCCOCCNc1nc(N2CCN(C(=O)[C@H]([C@@H](C)CC)n3cc(CCCCN)nn3)CC2)nc(N2CCN(C(=O)[C@H](C)n3cc(CCC(=O)O)nn3)CC2)n1 | 1 | 4 | -7 | -2 | 25 | -3 | -11 | 7 | -9 | -17 | 11
O=C(Nc1nc(-c2cccs2)cs1)c1cccc(S(=O)(=O)N2CCCCC2)c1 | 7 | -11 | -12 | 2 | 29 | 9 | 23 | -3 | -7 | 30 | 7
CNC(=O)CC1C(=O)N(C)C(=S)N1NC(=O)c1ccccc1 (stereo not given) | -5 | 0 | 2 | 3 | -16 | -2 | -10 | 3 | 17 | 8 | -21
Cc1ccc(N2C(=O)NC(NC(=O)C(C)(C)C)(C(F)(F)F)C2=O)cc1 (stereo not given) | -14 | 10 | -2 | 4 | 13 | -5 | -12 | 1 | 9 | 12 | 12
O=S1(=O)CC(O)C(N=Nc2c(O)n(Cc3ccccc3)c3ccccc23)C1 (stereo not given) | -10 | -2 | 5 | -1 | 11 | 6 | 0 | 2 | 3 | 1 | -11
COc1ccc(OC)c(S(=O)(=O)N2CCCC2C(=O)NC(C)c2ccccc2)c1 (stereo not given) | 5 | -13 | -14 | 10 | 19 | 5 | 18 | -2 | 6 | 7 | -19
Cc1cc2cc(CNC(=S)Nc3ccc(OC(F)(F)F)cc3)ccc2[nH]1 | -11 | -25 | -1 | -2 | 19 | 1 | -2 | -5 | 14 | -3 | -1
CCOC(=O)N1CCN(C(=O)c2cc3c(s2)-c2ccccc2OC3)CC1 | 22 | -8 | -12 | 2 | -6 | -4 | -28 | 6 | -6 | -10 | -40
CCCCC1NC(C(=O)O)CS1 (stereo not given) | -12 | 0 | -9 | -2 | -16 | 6 | -2 | -3 | -8 | 16 | 8
CCCCCCCCN1C(=O)[C@H](CC(=O)NCCc2ccccc2OC)C[C@@]2(C(=O)OCC)CCC=C12 | -18 | nt | -13 | -1 | 35 | nt | nt | 11 | nt | nt | 11

A portion of the library; rates above refer to the full screens.
